15-hLO inh: inhibitors of human 15-lipoxygenase (ALOX15). Potency, µM (top dose mostly 57.1 µM), for the others: at the top dose activity change, negative = inhibition, most hits filed as inhibitors. P16050. AID 887. hit rate 1.4% among 74,000. purified 15hLO-1, xylenol orange hydroperoxide absorbance; further: potency means the concentration at half of the fitted maximal effect; on the % scale 0 is the no-effect control and ±100 the full control effect; nearly all actives have a fitted effect of over 55% in size
Target sequence (P16050 whole entry, looked up): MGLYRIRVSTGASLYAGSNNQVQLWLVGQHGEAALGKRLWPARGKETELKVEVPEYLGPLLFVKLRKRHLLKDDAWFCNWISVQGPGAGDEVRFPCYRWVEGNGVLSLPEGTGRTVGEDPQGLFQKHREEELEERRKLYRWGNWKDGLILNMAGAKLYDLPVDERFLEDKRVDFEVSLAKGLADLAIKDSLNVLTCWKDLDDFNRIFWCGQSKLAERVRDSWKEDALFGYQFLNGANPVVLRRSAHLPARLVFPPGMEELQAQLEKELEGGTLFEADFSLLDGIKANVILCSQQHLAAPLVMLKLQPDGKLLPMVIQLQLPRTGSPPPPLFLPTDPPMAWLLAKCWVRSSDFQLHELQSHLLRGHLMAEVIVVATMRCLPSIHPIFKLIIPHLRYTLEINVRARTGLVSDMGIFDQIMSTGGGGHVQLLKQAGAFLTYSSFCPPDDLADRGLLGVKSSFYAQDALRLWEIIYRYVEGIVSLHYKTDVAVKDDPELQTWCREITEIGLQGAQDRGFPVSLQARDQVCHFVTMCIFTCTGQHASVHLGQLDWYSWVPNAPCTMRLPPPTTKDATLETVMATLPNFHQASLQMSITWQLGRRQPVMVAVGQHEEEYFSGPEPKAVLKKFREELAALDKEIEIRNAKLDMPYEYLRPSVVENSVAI
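Hydroperoxide formed from arachidonic acid (50 uM) by purified human 15hLO-1 (40 nM) oxidizes ferrous iron, and the ferric-xylenol orange complex is read at 573 versus 405 nm. Compounds were preincubated 15 min; reaction ran 6 min at room temperature.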
BRCT inh green: BRCA1 BRCT-phosphoprotein interaction inhibition; P38398; BRCA1 BRCT-phosphopeptide binding, green fluorescence polarization; Potency, µM (top dose mostly 76.9 µM), for the others: at the top dose activity change, negative = inhibition, usual class: inhibitors; hit rate 0.05% among 75,000; AID 875;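 further: potency means the concentration at half of the fitted maximal effect; plate controls were peptide without protein for full effect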
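Fluorescence polarization: His-tagged BRCT (~35 kDa BRCA1 C-terminus, 250 nM) bound to 100 nM fluorescein-labeled phosphorylated 10-aa BACH1 peptide, pH 7.3 phosphate buffer with DTT and Tween 20. Compounds incubated 12 min at room temperature; inhibition read as lowered polarization.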
CRE Fsk mod: CRE-bla signaling modulation under forskolin stimulation; CHO CRE-bla reporter (cAMP response element driving beta-lactamase), forskolin EC10, beta-lactamase ratio; Potency, µM (top dose mostly 38.2 µM), for the others: at the top dose activity change, negative = inhibition, usual class: activators; hit rate 2.5% among 71,000; AID 662; active means well fitted activation curve with a large enough effect in the signal ratio, with a control signal flat, not every such curve was filed as active; inconclusive means small, poorly fitted or top-dose-only effect, or effect the other way, or a change in a side signal; the % refers to the signal ratio; further: potency means the concentration at half of the fitted maximal effect; % of control where 0% means no effect
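Titrated compounds plus EC10 NKH 477 on CHO CRE-bla cells, 3 h, 37 °C. CCF4, 2 h RT. Ratio 460/530 nm → AC50.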
GFP derepression: derepresses silenced GFP locus in mouse C127i cells | AID 597 | Potency, µM (doses to about 46.1 µM), without a hit: at the top dose GFP derepression (activation) | hit rate 0.09% among 68,000 | mouse C127i GFP locus derepression, cytometry, 30 h; further: % of control where 0% means no effect
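Locus derepression in mouse mammary C127i cells whose integrated CMV-GFP reporter is normally silent; GFP expression after 30 h compound treatment was quantified by counting fluorescent cells.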
BRCT inh red: BRCT-phosphoprotein interaction inhibition (red fluorophore); P38398; BRCT-phosphopeptide binding, red fluorescence polarization; Potency, µM (doses to about 76.9 µM), for inactives: top-dose activity change, negative = inhibition, hits mostly inhibitors; hit rate 0.03% among 75,000; AID 892; further: on the % scale 0 is the no-effect control and ±100 the full control effect
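Rhodamine-labelled pBACH1 10-mer (100 nM) bound to BRCT domain (100 nM) at pH 7.3; compounds incubated 12 min room temperature, polarization read. Free peptide defines full inhibition; unlabelled decapeptide titrated as control.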
UbGFP stabilizer: inhibits proteasome, raising ubiquitin-GFP reporter fluorescence. Potency, µM (series often up to 45.9 µM), for inactives: top-dose activation (GFP accumulation), usual class: activators. 67,000 tested, under 10 active. Ubiquitin-GFP reporter cells, proteasome inhibition, GFP fluorescence; response scale: untreated = 0%, 10 µM MG-132 = 100%. AID 526; active means well fitted activation curve with a large enough effect, not every such curve was filed as active; inconclusive means small, poorly fitted or top-dose-only effect, or another doubt; inactive means no such curve, though single readings can be large or run the other way; further: potency means the concentration at half of the fitted maximal effect
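U2OS cells expressing ubiquitin(G76V)-GFP, seeded overnight in 0.5% FBS medium, then treated 4 hr at 37 C across 46 uM to 2.9 nM. GFP-positive cells counted by laser cytometry (488 ex/515 em); %activity scaled between basal and 10 uM MG-132.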
HBB splicing: hemoglobin beta splicing modulation; hit rate 0.06% among 65,000; HBB splicing reporter cell assay, activation; EGFP reporter with mutant IVS2-654 intron; response scale: normalised to 500 nM splice-correcting PNA; Potency, µM (highest dose often 46.1 µM), for the others: at the top dose activation, actives largely listed as activators; further: potency means the concentration at half of the fitted maximal effect; 0% is about no effect
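HeLa cells stably expressing EGFP interrupted by mutant beta-globin intron 2 (IVS2-654), 500/well in 2% FCS. Treated with compound for 2 days at 37C. Splicing correction scored as total well GFP intensity (488 nm excitation, 500-520 nm emission); 500 nM antisense PNA served as control.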
HADH2 inh: inhibitors of human HADH2 dehydrogenase; Potency, µM (top dose mostly 57.1 µM), for inactives: at the top dose activity change, negative = inhibition, usual class: inhibitors; hit rate 3.4% among 73,000; recombinant HADH2, NADH fluorescence, beta-hydroxybutyryl-CoA; further: potency means the concentration at half of the fitted maximal effect; on the % scale 0 is the no-effect control and ±100 the full control effect; nearly all actives have a fitted effect of over 60% in size; many of its hits are not listed in these tables
Target sequence (Q99714 whole entry, looked up, one chain of several): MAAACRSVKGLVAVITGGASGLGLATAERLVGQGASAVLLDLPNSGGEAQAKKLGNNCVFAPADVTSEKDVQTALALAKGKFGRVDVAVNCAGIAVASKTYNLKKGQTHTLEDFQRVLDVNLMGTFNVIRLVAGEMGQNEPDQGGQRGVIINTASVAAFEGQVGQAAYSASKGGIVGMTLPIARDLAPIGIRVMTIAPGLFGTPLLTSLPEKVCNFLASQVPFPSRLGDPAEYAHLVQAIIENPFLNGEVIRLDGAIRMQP
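Buffer 100 mM Tris-HCl pH 9.0/0.01% Tween-20; HADH2 20 nM; NAD+ 1 mM; beta-hydroxybutyryl-CoA 90 uM (all final). 15 min cpd preincubation, RT.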
DNA Pol III inh: inhibitors of bacterial DNA polymerase III holoenzyme. reconstituted DNA polymerase III holoenzyme replication, biochemical. Potency, µM (titrated, usually from 57.1 µM), without a hit: at the top dose activity change, negative = inhibition. hit rate 0.25% among 71,000; further: potency means the concentration at half of the fitted maximal effect; on the % scale 0 is the no-effect control and ±100 the full control effect
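Reconstituted *E. coli* holoenzyme (0.35 nM Pol III, 1 nM beta, 154 nM SSB, 2 nM primase) was preincubated with compound for 15 min at RT. Synthesis on 1.4 nM ssM13Gori ran 35 min, then was stopped with PicoGreen/EDTA and read as dsDNA fluorescence.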
Hsp90 Hop PPI: changes Hsp90-Hop TPR2A binding signal, up or down; AlphaScreen TPR2A-His6 binding biotin-Hsp90 C-terminal peptide; Potency, µM (highest dose often 57 µM), for the others: at the highest dose activity change, negative = inhibition; hit rate 0.44% among 71,000; AID 595; active means well fitted curve in either direction with a large enough effect; inconclusive means small, poorly fitted or top-dose-only effect, or another doubt; further: potency means the concentration at half of the fitted maximal effect; on the % scale 0 is the no-effect control and ±100 the full control effect; many of its hits are not listed in these tables
USP2a inh: inhibitors of human ubiquitin-specific protease USP2a; hit rate 0.1% among 60,000; O75604; USP2a enzymatic assay, qHTS inhibition; Potency, µM (titrated, usually from 38.3 µM), for inactives: at the top dose activity change, negative = inhibition, actives largely listed as inhibitors;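 further: potency means the concentration at half of the fitted maximal effect; nearly all actives have a fitted effect of over 60% in size; plate controls were DMSO for no effect and NEM full inhibition control for full effect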
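Inhibition is measured in a cell-free coupled assay with 20 nM USP2 core, 20 nM Ub-PLA2 and 20 uM NBD C6-HPC, 2.5 h incubation. Activity normalized to NEM control.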
* marks the source's active call; other numbers are inactive results; [ ] = dose if it differs, or a comment. Unless noted, the call rests on the fitted dose curve; in most records, active means well fitted curve in the direction sought with a large enough effect; inconclusive means small, poorly fitted or top-dose-only effect, or another doubt; inactive means no such curve, though single readings can be large; an effect the other way counts as inactive or inconclusive. Only part of the results is shown (hit frequency here may not be typical).

Screening COc1ccc2c(c1)Cc1sc(NC(=O)c3cccs3)nc1-2 returned 15-hLO inh 32µM*, BRCT inh green -4.6%, CRE Fsk mod -23%, GFP derepression 2%, BRCT inh red 1.0%, UbGFP stabilizer -2%, HBB splicing -0.9%, HADH2 inh inconclusive, DNA Pol III inh -6%, Hsp90 Hop PPI -6% and USP2a inh 34%[activator].
For COc1ccc(N=c2scc(-c3ccc(S(=O)(=O)N4CCOCC4)cc3)n2CCCO)cc1 the results were 15-hLO inh 1%, BRCT inh green -0.7%, CRE Fsk mod -1%, GFP derepression 8%, BRCT inh red -0.1%, UbGFP stabilizer 0%, HBB splicing -0.9%, HADH2 inh 9%, DNA Pol III inh -9%, Hsp90 Hop PPI -7% and USP2a inh 2%.
CC(C)CCOC(=O)C1C2C=CC3(CN(Cc4cccs4)C(=O)C13)O2 (configuration not stated) was read as 15-hLO inh -1%, BRCT inh green -2.3%, CRE Fsk mod -1%, BRCT inh red 1.0%, UbGFP stabilizer -9%, HBB splicing 0.0%, HADH2 inh 0%, DNA Pol III inh -3% and Hsp90 Hop PPI -3%[2.3 µM].
`COc1ccc(N(CC(=O)Nc2cccc(OC)c2)S(=O)(=O)c2c(C)nn(C)c2C)cc1` gave 15-hLO inh -2%, BRCT inh green -2.9%, CRE Fsk mod -12%, GFP derepression -2%, BRCT inh red -1.5%, UbGFP stabilizer -3%, HBB splicing -1.2%, HADH2 inh 4%, DNA Pol III inh -4%, Hsp90 Hop PPI 0% and USP2a inh 6%.
For O=C(O)CCSSCCC(=O)O the results were 15-hLO inh -2%, BRCT inh green -0.3%, CRE Fsk mod -13%, BRCT inh red 1.3%, HBB splicing 0.8%, HADH2 inh -6%, DNA Pol III inh -1% and Hsp90 Hop PPI -1%.
For Cc1ccc(C(=O)CSc2nnc(CNc3nc(-c4ccccc4)cs3)n2C)cc1 the results were 15-hLO inh inconclusive, BRCT inh green 0.9%, CRE Fsk mod inconclusive, GFP derepression 0%, BRCT inh red -5.3%, UbGFP stabilizer 2%, HBB splicing -1.2%, HADH2 inh inconclusive, DNA Pol III inh -6%, Hsp90 Hop PPI -12% and USP2a inh 33%[activator].
`COc1ccccc1NC(=O)C(C)N1CCN(C/C=C/c2ccccc2)CC1` (configuration not stated) gave 15-hLO inh -4%, BRCT inh green -1.3%, CRE Fsk mod 12%, GFP derepression 2%, BRCT inh red -3.0%, UbGFP stabilizer -5%, HBB splicing -2.9%, HADH2 inh -1%, DNA Pol III inh -4%, Hsp90 Hop PPI -13% and USP2a inh 36%[activator].
`CCOCc1nnc(NC(=O)CSCc2ccccc2)s1` gave 15-hLO inh 0%, BRCT inh green -0.6%, CRE Fsk mod -1%, GFP derepression 1%, BRCT inh red -0.6%, UbGFP stabilizer 0%, HADH2 inh -10%, DNA Pol III inh -3%, Hsp90 Hop PPI -2% and USP2a inh 1%.
Screening O=C(COC(=O)CN1C(=O)C2CC=CCC2C1=O)Nc1cc(C(F)(F)F)ccc1N1CCOCC1 (configuration not stated) returned 15-hLO inh -2%, BRCT inh green 0.6%, CRE Fsk mod inconclusive, GFP derepression -2%, BRCT inh red -1.7%, UbGFP stabilizer 0%, HBB splicing 0.2%[57.5 µM], HADH2 inh 10%, DNA Pol III inh -1%, Hsp90 Hop PPI 1% and USP2a inh 18%.
Screening CCC(C)[C@H](N)c1nnc(SCc2cccc(F)c2)o1 (some centres not stated) returned 15-hLO inh 6%, BRCT inh green -3.1%, CRE Fsk mod -10%, GFP derepression 0%, BRCT inh red 1.5%, HBB splicing 0.2%[0.369 µM], HADH2 inh 9%, DNA Pol III inh -4%, Hsp90 Hop PPI 4% and USP2a inh 8%.
For O=C(NCc1ccc(F)cc1)c1cccc(S(=O)(=O)N2CCCC2)c1 the results were 15-hLO inh 13%, BRCT inh green -1.1%, CRE Fsk mod -11%, GFP derepression -2%, BRCT inh red -2.0%, UbGFP stabilizer 3%, HBB splicing -2.4%, HADH2 inh 4%, DNA Pol III inh -9%, Hsp90 Hop PPI 4% and USP2a inh 4%.
For O=C(Cn1nnc(-c2ccc(CN3CCOCC3)cc2)n1)NC1CCCCC1 the results were 15-hLO inh 5%, BRCT inh green -0.6%, CRE Fsk mod -3%, GFP derepression -1%, BRCT inh red -0.5%, UbGFP stabilizer -2%, HBB splicing -2.1%, HADH2 inh -7%, DNA Pol III inh -4%, Hsp90 Hop PPI -5% and USP2a inh 8%.
Screening Cc1ccc2c(c1)NC(=O)C(CC(=O)NCCCN1CCCC1=O)O2 (configuration not stated) returned 15-hLO inh 1%, BRCT inh green 0.1%, CRE Fsk mod 3%, BRCT inh red 0.5%, UbGFP stabilizer 2%, HBB splicing 0.4%, HADH2 inh -4%, DNA Pol III inh -8% and Hsp90 Hop PPI -3%[2.3 µM].
For S=C(CSc1ccccc1)Nc1cccc2ccccc12 the results were 15-hLO inh -12%[11.4 µM], BRCT inh green 0.6%[15.4 µM], CRE Fsk mod -8%[7.6 µM], GFP derepression -3%[9.22 µM], BRCT inh red -2.6%[15.4 µM], UbGFP stabilizer -9%[9.17 µM], HBB splicing 0.2%[9.22 µM], HADH2 inh inconclusive, DNA Pol III inh -8%[11.4 µM] and Hsp90 Hop PPI 4%[11 µM].
`CCOc1ccccc1NC(=O)c1ccc2nccnc2c1` gave 15-hLO inh 3%, BRCT inh green -0.9%, CRE Fsk mod inconclusive, GFP derepression -1%, BRCT inh red 0.5%, UbGFP stabilizer -1%, HADH2 inh 11%, DNA Pol III inh -8%, Hsp90 Hop PPI 1% and USP2a inh 3%.
Screening O=C1CC(N2CCN(c3ccc(S(=O)(=O)N4CCCC4)cc3)CC2)C(=O)N1c1ccc(F)cc1 (configuration not stated) returned 15-hLO inh -6%, BRCT inh green 1.4%, CRE Fsk mod -11%, GFP derepression 6%, BRCT inh red -3.4%, UbGFP stabilizer 2%, HBB splicing 8.9%, HADH2 inh 5%, DNA Pol III inh -3%, Hsp90 Hop PPI -4% and USP2a inh 38%[activator].
CC(OC(=O)CNC(=O)C12CC3CC(CC(C3)C1)C2)C(=O)Nc1ccc(N2CCOCC2)cc1 (configuration not stated) was read as 15-hLO inh -40%, BRCT inh green -2.1%, CRE Fsk mod inconclusive, GFP derepression -1%, BRCT inh red -0.3%, UbGFP stabilizer -3%, HBB splicing -5.7%, HADH2 inh 21%, DNA Pol III inh -4%, Hsp90 Hop PPI -8% and USP2a inh 4%.
`CN1C(=O)CS(=O)c2ccc(C(=O)NCCC3=CCCCC3)cc21` (configuration not stated) gave 15-hLO inh -6%, BRCT inh green -1.3%, CRE Fsk mod -1%, GFP derepression 3%, BRCT inh red 1.0%, UbGFP stabilizer 10%, HBB splicing -0.9%, HADH2 inh -10%, DNA Pol III inh -8% and Hsp90 Hop PPI 0%.
Screening C[C@H]1[C@H](C)CC[C@]2(C(=O)O)CC[C@]3(C)C(=CC[C@@H]4[C@]5(C)C[C@H](O)[C@@H](O)[C@@](C)(CO)[C@@H]5[C@H](O)C[C@@]43C)[C@H]12 returned 15-hLO inh -11%[11.4 µM], BRCT inh green 0.7%[15.4 µM], CRE Fsk mod -9%[7.6 µM], GFP derepression 0%[9.22 µM], BRCT inh red 1.0%[15.4 µM], UbGFP stabilizer -1%[9.17 µM], HBB splicing -0.9%[9.22 µM], HADH2 inh 6%[11.4 µM], DNA Pol III inh -4%[11.4 µM] and Hsp90 Hop PPI -2%[11 µM].
`Nc1ccc(N=Nc2ccccc2)c(N)c1` gave 15-hLO inh -10%, BRCT inh green 0.1%, CRE Fsk mod -9%, BRCT inh red 0.8%, HBB splicing -0.2%, HADH2 inh 13%, DNA Pol III inh -4% and Hsp90 Hop PPI inconclusive.

Compound activity (PubChem BioAssay)
